From PubChem BioAssay
FLuc counter: qHTS profiling assay for firefly luciferase inhibitor/activator using purifed enzyme and Km concentrations of substrates (counterscreen for miR-21 project). Luciferin 4-monooxygenase (Photinus pyralis), P08659. purified FLuc, Km substrates, luminescence inhibition. Potency, µM (highest dose often 57.5 µM), for the others: top-dose activity change, negative = inhibition, most hits filed as inhibitors. actives 6.9% (n = 360,000);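 further: potency means the concentration at half of the fitted maximal effect; plate controls were vehicle for no effect and reference inhibitor for full effect; nearly all actives have a fitted effect of over 55% in size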
Target sequence (P08659 whole entry, looked up): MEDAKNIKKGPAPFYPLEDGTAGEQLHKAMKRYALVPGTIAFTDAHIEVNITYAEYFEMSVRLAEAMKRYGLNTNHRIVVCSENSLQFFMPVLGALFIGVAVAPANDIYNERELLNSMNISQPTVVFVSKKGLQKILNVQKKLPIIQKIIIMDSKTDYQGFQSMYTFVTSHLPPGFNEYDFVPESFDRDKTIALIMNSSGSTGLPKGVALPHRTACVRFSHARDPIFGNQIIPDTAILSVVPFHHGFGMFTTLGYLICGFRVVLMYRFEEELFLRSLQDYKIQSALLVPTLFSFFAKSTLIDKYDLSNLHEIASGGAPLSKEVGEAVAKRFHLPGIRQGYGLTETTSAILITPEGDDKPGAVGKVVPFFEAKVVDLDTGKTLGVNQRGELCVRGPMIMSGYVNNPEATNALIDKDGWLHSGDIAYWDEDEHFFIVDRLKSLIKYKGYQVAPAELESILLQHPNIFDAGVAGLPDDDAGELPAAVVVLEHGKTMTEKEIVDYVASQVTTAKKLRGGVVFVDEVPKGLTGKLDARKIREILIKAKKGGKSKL
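Biochemical qHTS of compounds, final roughly 60 µM downward over six points, against 10 nM purified firefly luciferase using Km concentrations of substrates (10 uM D-luciferin, 10 uM ATP) in Tris acetate pH 7.5 buffer; luminescence output.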
NPC1 prom act: qHTS Assay for NPC1 Promoter Activators; actives 2.4% (n = 320,000); Huh7 NPC1 promoter luciferase reporter, 24 h; Potency, µM (titrated, usually from 9.22 µM), inactives show top-dose activation, hits mostly activators; AID 485313, 2010;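 further: potency means the concentration at half of the fitted maximal effect; % of control where 0% means no effect; nearly all actives have a fitted effect of over 60% in size; reporter is driven by a mutant NPC1 promoter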
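Huh7 reporter cells (NPC1 promoter driving luciferase) are dosed with compound for 24 h at 37 °C, 5% CO2; luciferase detection reagent is then added and luminescence measured after 10 min at ambient temperature.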
KCNH2 3.1 block: qHTS for Inhibitors of KCHN2 3.1: Mutant qHTS | Potassium voltage-gated channel subfamily H member 2, brain isoform KCNH2 3.1 (human) | U2OS KCNH2 3.1, thallium flux FluxOr; active compounds read low | activity change, % (tested at about 1.8 µM) | actives 0.95% (n = 340,000) | AID 720553, 2013;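 active means maximum activity change below -70%; inconclusive means maximum activity change from -70% to -50%; inactive means maximum activity change above -50%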;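 further: thallium influx rate constant from kinetic fluorescence after stimulation buffer; on the % scale 0 is the no-effect control and ±100 the full control effect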
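Virally transduced U2OS (3.1 isoform, 4 h infection in dark at RT) → overnight 37 C → FluxOr + Red40 in HBSS/HEPES, 45 min → stimulation buffer, 2 min kinetic read → rate constant vs DMSO controls.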
uPA generation: qHTS for Inhibitors of Cell Surface uPA Generation; cell surface uPA generation assay, qHTS; Potency, µM (top dose mostly 38.3 µM), for inactives: top-dose activity change, negative = inhibition, actives largely listed as inhibitors; actives 0.31% (n = 330,000); AID 540303, 2011; active means well fitted inhibition curve with a large enough effect; inconclusive means small, poorly fitted or top-dose-only effect; inactive means no such curve, though single readings can be large or run the other way; tested in mouse RAW 264.7 cells; further: potency means the concentration at half of the fitted maximal effect; on the % scale 0 is the no-effect control and ±100 the full control effect; nearly all actives have a fitted effect of over 55% in size
Giardia kill: Small Molecules that selectively kill Giardia lamblia: qHTS. Giardia lamblia trophozoite viability. activity change, % at 7.66 µM, hits read low. actives 0.15% (n = 340,000); in the data active means activity change below about -80%; inconclusive means between about -30% and that limit;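 further: parasites exposed to compound for two days anaerobically before the ATP read; on the % scale 0 is the no-effect control and ±100 the full control effect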
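Trophozoites 100 cells/well + cpd; 48 hrs, 37 deg C, anaerobic. ATPLite 1-Step added, 15-30 min RT, luminescence read (ATP-based viability).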
VP16 counter: VP16 counterscreen qHTS for inhibitors of ROR gamma transcriptional activity; Potency, µM (highest dose often 53.6 µM), for the others: at the top dose activity, negative = inhibition, usual class: inhibitors; actives 3.5% (n = 310,000); Drosophila S2 Gal4-VP16 UAS-luciferase, luminescence, 20 h;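 further: Gal4-VP16 expression switched on by copper sulfate through the metallothionein promoter; potency means the concentration at half of the fitted maximal effect; on the % scale 0 is the no-effect control and ±100 the full control effect; nearly all actives have a fitted effect of over 50% in size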
Rab9 prom act: qHTS Assay for Rab9 Promoter Activators; Huh7 Rab9 promoter-luciferase reporter, luminescence, 24 h; Potency, µM (top dose mostly 9.22 µM), without a hit: at the highest dose activation, negative = inhibition, actives largely listed as activators; actives 2.8% (n = 320,000); AID 485297, 2010; further: potency means the concentration at half of the fitted maximal effect; % of control where 0% means no effect; nearly all actives have a fitted effect of over 60% in size
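Cells were plated at 1500 per well in reduced-serum medium with 10% FBS and left 2 h. Compound in DMSO was then added for 24 h at 37 °C. Reporter signal was read by luminescence after 10 min with luciferase detection reagent.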
ELG1 genotox: qHTS screen for small molecules that induce genotoxicity in human embryonic kidney (HEK293T) cells expressing luciferase-tagged ELG1 | HEK293T ELG1-luciferase reporter, luminescence, 16 h | Potency, µM (highest dose often 46 µM), for inactives: at the highest dose activity change, positive = activation, most hits filed as activators | actives 1.3% (n = 330,000); further: potency means the concentration at half of the fitted maximal effect; % of control where 0% means no effect; nearly all actives have a fitted effect of over 60% in size
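After overnight (16 hr) compound treatment at 37 °C, ELG1-luciferase HEK293T cells were lysed with ONE-Glo; luminescence quantified 30 min later at room temperature.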
Tb PFK block: qHTS Assay to Find Inhibitors of T. brucei phosphofructokinase; ATP-dependent 6-phosphofructokinase (Trypanosoma brucei brucei), O15648; T. brucei PFK, ADP-Glo luminescence; Potency, µM (doses to about 57.5 µM), for the others: top-dose activity, negative = inhibition, most hits filed as inhibitors; actives 0.17% (n = 330,000); AID 485367, 2010;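 further: potency means the concentration at half of the fitted maximal effect; 0% = uninhibited 1x PFK enzyme wells and -100% = no-enzyme wells; nearly all actives have a fitted effect of over 60% in size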
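PFK 1.25 nM, F6P 0.5 mM, ATP 0.1 mM, 0.1 M TEA pH 8.0, 5 mM MgCl2, 0.01% Tween20, 0.1% BSA; 45 min RT. ADP-Glo readout. qHTS titration up to 57 uM; curves fitted, compounds curve-classed.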
RORg inh: qHTS for inhibitors of ROR gamma transcriptional activity | Nuclear receptor ROR-gamma (Mus musculus), P51450 | actives 5.4% (n = 310,000) | Drosophila S2 Gal4-RORgamma UAS-luciferase reporter, 20 h | Potency, µM (titrated, usually from 53.6 µM), without a hit: top-dose activity change, negative = inhibition, actives largely listed as inhibitors; further: potency means the concentration at half of the fitted maximal effect; on the % scale 0 is the no-effect control and ±100 the full control effect; nearly all actives have a fitted effect of over 60% in size
Target sequence (P51450 whole entry, looked up, the tested form may be a part): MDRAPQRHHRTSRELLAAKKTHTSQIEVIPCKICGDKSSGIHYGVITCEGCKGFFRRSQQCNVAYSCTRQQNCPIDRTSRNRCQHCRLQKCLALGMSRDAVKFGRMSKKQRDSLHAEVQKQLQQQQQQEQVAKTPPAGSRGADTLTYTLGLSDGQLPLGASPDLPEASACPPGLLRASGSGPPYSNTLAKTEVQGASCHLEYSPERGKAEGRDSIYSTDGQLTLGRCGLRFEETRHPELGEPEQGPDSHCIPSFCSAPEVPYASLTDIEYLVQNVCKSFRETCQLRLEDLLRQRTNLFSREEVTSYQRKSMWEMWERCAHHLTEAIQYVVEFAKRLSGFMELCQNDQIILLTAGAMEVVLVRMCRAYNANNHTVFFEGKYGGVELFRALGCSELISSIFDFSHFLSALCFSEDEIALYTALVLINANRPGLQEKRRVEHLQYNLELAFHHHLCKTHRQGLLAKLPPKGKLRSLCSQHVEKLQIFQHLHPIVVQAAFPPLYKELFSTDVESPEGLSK
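Drosophila Schneider cells stably carrying a metallothionein-driven Gal4 DBD–ROR gamma fusion and a UAS-Photinus luciferase reporter were exposed to compound for 1 hr, then induced with copper sulfate (700 uM final) for 20 hr at ambient temperature before luminescence reading.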
FBPA coupling cs: qHTS Assay for Inhibitors of Fructose-1,6-bisphosphate Aldolase from Giardia Lamblia: Coupling assay counterscreen. coupling enzyme system counterscreen, AmpLite Red fluorescence. activity change, negative = inhibition, % at 58.2 µM, hits read low. actives 0.67% (n = 290,000); in the data active means activity change below about -30%; further: on the % scale 0 is the no-effect control and ±100 the full control effect
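Activity here indicates interference with the coupling reaction, not aldolase inhibition. Compounds at 57.5 uM final met coupling enzymes for 10 min at RT; substrate and AmpLite Red detection followed, with a 525/598 nm fluorescence read after 20 min.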
The depositor's hits bear a star; ? = inconclusive; nt = not tested or not shown; [ ] = dose if it differs, or a comment. Unless noted, the call rests on the fitted dose curve; in most records, active means well fitted curve in the direction sought with a large enough effect; inconclusive means small, poorly fitted or top-dose-only effect, or another doubt; inactive means no such curve, though single readings can be large; an effect the other way counts as inactive or inconclusive. No enrichment for hits; about 14% have a hit in one of these screens.

Compound	FLuc counter	NPC1 prom act	KCNH2 3.1 block	uPA generation	Giardia kill	VP16 counter	Rab9 prom act	ELG1 genotox	Tb PFK block	RORg inh	FBPA coupling cs
O=C(NOC(=O)c1c(F)cccc1Cl)c1ccc(Cl)c(Cl)c1	?	4%	5	6%	-4	27%	-5%	11%	?	33%	4
OCC[C@H]1C[C@H](O)[C@@H](O)[C@]2(OCc3ccccc32)O1	2%	8%	-9	1%	15	nt	0%	2%	-15%	nt	nt
O=C(c1cn(-c2ccccc2)nc1-c1ccc(Cl)cc1)N1CCOCC1	?	-1%	3	1%	16	5%	-2%	-1%	11%	12%	2
CC(N=Cc1nc(-c2ccccc2)oc1O)c1ccccc1 (stereo unspecified)	?	4%	-4	9%	10	-1%	10%	?	2%	20%	0
Cc1ccc(C)c(N2CCN(CC3CC=CCC3)CC2)c1 (stereo unspecified)	0%	0%	7	1%	0	-2%	1%	2%	-2%	-8%	4
CCCCCCc1cc2cc(C(=O)Nc3ccc(OC)cc3)c(=O)oc2cc1O	3%	-8%	18	-3%	-19	-6%	-18%	-4%	0%	11%	2
O=C(COC(=O)C1=COCCO1)Nc1cccc(S(=O)(=O)N2CCOCC2)c1	3%	-2%	1	1%	12	-2%	-2%	0%	-1%	-1%	nt
COc1ccc(C2=NOC(C)(c3nnc(-c4ccc(F)cc4)o3)C2)cc1 (stereo unspecified)	-5%	1%	-2	11%	25	8%	-5%	6%	2%	6%	0
CSC1=N/C(=C\c2ccc(C)s2)C(=O)S1	-3%	0%	-6	-3%	-11	2%	-4%	3%	-1%	-11%	1
CCOc1ccc(Cc2nnc(SCC(=O)Nc3ccc(C(C)=O)cc3)[nH]c2=O)cc1	?	0%	-4	-20%	14	nt	1%	2%	-1%	nt	nt
COc1ccc(NS(=O)(=O)c2cc(NC(=O)CCNC(=O)c3ccco3)ccc2OC)cc1	1%	2%	11	-1%	4	nt	2%	1%	-4%	nt	nt
Cc1c(N=Cc2ccc(Br)s2)cccc1[N+](=O)[O-]	-6%	5%	-28	nt	13	-6%	-5%	-1%	-13%	9%	-3
C=CCNC(=S)N/N=C/c1ccc(C)s1	-13%	14%	-3	12%	-10	-11%	24%	-6%	4%	-13%	0
CCC(C)(C)NC(=O)C(c1cccn1C)N(C(=O)Cn1nnc2ccccc21)c1ccccc1OC (stereo unspecified)	0%	17%	9	-2%	10	-5%	1%	-2%	-3%	?	5
CCOC(=O)N1CCN(C(=O)C2CC(=O)N(c3ccc(OC)cc3)C2c2ccc(OC)cc2)CC1 (stereo unspecified)	0%	-4%	16	-1%	7	6%	-1%	1%	0%	-12%	1

(list continues)
Compound	FLuc counter	NPC1 prom act	KCNH2 3.1 block	uPA generation	Giardia kill	VP16 counter	Rab9 prom act	ELG1 genotox	Tb PFK block	RORg inh	FBPA coupling cs
CC(=O)Nc1cc(C(=O)OCC(=O)c2ccccc2)ccc1C	19µM*	3.2µM*	-9	-1%	-8	-21%	4.5µM*	15µM*	-1%	-26%	-3
CSc1ccc(S(=O)(=O)N2CCC(C(=O)NCCN3CCOCC3)CC2)cc1	1%	-6%	8	6%	-3	0%	3%	-1%	12%	-13%	3
O=C(c1cccc(S(=O)(=O)N2CCN(c3ccc(F)cc3)CC2)c1)N1CCCCCCC1	6%	-6%	8	-6%	-10	nt	1%	-3%	-1%	nt	nt
Cn1nc(SCC(=O)O)sc1=S	-2%	0%	6	2%	-9	3%	0%	2%	0%	-28%	4
Cc1cc(C)c(CN2CCC(n3nccc3NC(=O)c3ccccc3Cl)CC2)cc1C	-5%	1%	nt	-7%	-5	2%	5%	-9%	-2%	7%	nt
COc1cccc(/C=N/NC(=S)NCCc2ccccc2)c1OC	-16%	-1%	0	0%	-11	?	-1%	-1%	4%	11µM*	0
S=C1N[C@H]2CCCC[C@@H]2N1	-1%	-3%	-9	-4%	16	5%	-3%	-2%	1%	-22%	0
C[C@@H](O)[C@H]1O[C@]2(C)CCC[C@H]1O2	-3%	-4%	-1	-9%	-3	nt	-9%	3%	0%	nt	nt
CCOc1ccc(CCNC(=O)COC(=O)CCc2cc(OC)c(OC)c(OC)c2)cc1OCC	5%	0%	-1	-15%	8	nt	2%	4%	5%	nt	nt
CCC(CO)NC(=O)c1cccc(S(=O)(=O)N2c3ccccc3CC2C)c1 (stereo unspecified)	-1%	0%	-6	0%	17	-1%	5%	0%	-2%	-15%	0
O=C(Nc1c[nH]c(=O)[nH]c1=O)c1ccc2c(c1)C(=O)N(c1cccc([N+](=O)[O-])c1)C2=O	-1%	0%	5	-2%	5	0%	0%	1%	-1%	1%	2
CC(Sc1nc(-c2ccccc2)cc(C(F)(F)F)n1)C(=O)N1CCC(C(N)=O)CC1 (stereo unspecified)	-5%	-4%	0	4%	4	?	-1%	-8%	1%	-2%	0
Cc1nn(Cc2c(F)c(F)c(F)c(F)c2F)c(C)c1NC(=O)c1ccc(COc2ccccc2Cl)o1	-16%	0%	-2	-11%	-4	-17%	-4%	-10%	2%	?	3
C=CCc1c(C)nc(SC(C)C)[nH]c1=O	-1%	1%	8	-2%	-10	-2%	-4%	2%	12%	-36%	1
Cc1cccc(N2CCN(S(=O)(=O)c3ccc(-c4ccc(=O)[nH]n4)o3)CC2)c1C	0%	-7%	-12	4%	5	?	-6%	-1%[9.26 µM]	1%	-39%	0

Later entries.
Compound	FLuc counter	NPC1 prom act	KCNH2 3.1 block	uPA generation	Giardia kill	VP16 counter	Rab9 prom act	ELG1 genotox	Tb PFK block	RORg inh	FBPA coupling cs
CNS(=O)(=O)/C=C/c1ccccc1	-2%	-9%	-10	nt	3	-7%	21%	0%	-5%	21%	0
O=C(N/N=C/c1cnc(N2CCCCC2)s1)c1ccc(Cl)cc1	?	-6%	7	2%	-6	?	-4%	-9%	16%	2.2µM*	0
Nc1cc(S(=O)(=O)Nc2ccccc2Cl)ccc1N1CCCC1	0%	5%	8	-10%	-2	?	-8%	-8%	1%	-7%	-1
CC(=O)Nc1ccc2nc(NC(=O)COc3ccccc3C)sc2c1	?	1%	?	1%	-28	-10%[10 µM]	19%	16%	2%	36%	3
Nc1nc(C2CCOCC2)cs1	-2%	2%	-21	16%	-5	-4%	1%	0%	2%	33%	0
O=C(NC(Cc1ccccc1)C(=O)O)/C(=C/c1ccccc1)NC(=O)c1cccc(Br)c1 (stereo unspecified)	?	-4%	-3	4%	8	-7%	2%	-2%	-2%	5%	14
CCOC(=O)N1CCN(CC(=O)Nc2nc3ccccc3s2)CC1	0%	-5%	0	4%	26	-8%	0%	-4%	-5%	1%[1.91 µM]	-1
CN(C)CCCNC(=S)N(CCN(C)C)Cc1cc2cc3c(cc2[nH]c1=O)OCCO3	4%	1%	15	0%	-1	1%	7%	-2%	-1%	-28%	-2
CCCCN(C(=O)C1CC(=O)N(c2ccc3c(c2)OCCO3)C1)c1c(N)n(CC(C)C)c(=O)[nH]c1=O (stereo unspecified)	5%	0%	-192*	3%	19	nt	24%	-3%	-1%	nt	nt
CC(C(=O)O)N(c1ccccc1Cl)S(C)(=O)=O (stereo unspecified)	3%	-1%	15	4%	12	nt	-4%	0%	3%	nt	nt
Cn1c(-c2ccc(C(C)(C)C)cc2)n[nH]c1=S	?	20%	1	1%	1	5.6µM*	19%	9%	-1%	3.2µM*	1
CCNc1nc(NCC)n2c(SCC(=O)Nc3ccccc3C(F)(F)F)nnc2n1	3%	-1%	-12	-7%	-8	nt	-2%	-1%	?	nt	nt
Cc1ccc(C(C(=O)NC2CCCC2)N(C(=O)Cc2cccs2)c2ccc3c(c2)OCCO3)cc1 (stereo unspecified)	-4%	-3%	-36	4%	15	2%	0%	-8%	0%	-33%	-1
NCCc1nnc(SCc2c(Cl)cccc2Cl)o1	1%	-2%	-20	-14%	-6	-5%	-3%	2%	-14%	-2%	3
O=C(O)c1ccc(CNCc2ccccc2Cl)cc1	2%	0%	5	-3%	3	1%	1%	0%	1%	-9%	5
